Bim-Bcl-XL = inhibitors of Bim-Bcl-XL binding, primary screen, biochemical, multiplexed, bead flow cytometry, human Bcl-XL | Bcl-2-like protein 1 (Homo sapiens), Q07817 | Bim peptide-Bcl-XL binding, fluorescence | inhibition, % at 10 µM | 190,000 compounds, 0.04% hits | AID 1007, 2008
Rac1 mut GTP = GTP binding modulators of activated mutant Rac1, primary screen, biochemical, bead-based flow cytometry, multiplex, fluorescent GTP. 190,000 compounds, 0.11% hits. GST-Rac1 activated beads; actives lie on both sides; 100% means binding = to untreated wells. percent activity (GTP binding), % at 10 µM. Ras-related C3 botulinum toxin substrate 1 (Homo sapiens), P63000;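 active = GTP binding at least 20 percentage points away from the 100% baseline, in either direction, so actives lie on both sides; inconclusive = Compound likely fluorescent itself, or too few beads counted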
Bim-Bfl-1 = inhibitors of Bim binding to Bfl-1, primary screen, biochemical, multiplexed, bead-based flow cytometry; Bim-Bfl-1 binding inhibition; 190,000 compounds, 0.12% hits; inhibition, % at 10 µM;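 also: 0% = wells without compound plus tracer and 100% = blocker peptide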
Cdc42 wt = modulators of GTP binding to wildtype Cdc42, primary screen, biochemical, multiplex bead flow cytometry, Bodipy-GTP; Cell division control protein 42 homolog (Homo sapiens), P60953; percent activity (GTP binding), % at 10 µM; GST-Cdc42 beads; actives lie on both sides; AID 761, 2007; 190,000 compounds, 0.2% hits;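 active = percent activity GTP binding at least 20 points away from the 100% baseline, either down as inhibitor or up as activator; inconclusive = compound flagged as likely green fluorescent from well-wide comparison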;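 also: median bead fluorescence of bound Bodipy-FL-GTP at 100 nM; 0% = excess unlabeled GTP control and 100% = no compound control; below 100% means less GTP binding so inhibitor and above means activator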
Target sequence (P60953 whole entry, looked up): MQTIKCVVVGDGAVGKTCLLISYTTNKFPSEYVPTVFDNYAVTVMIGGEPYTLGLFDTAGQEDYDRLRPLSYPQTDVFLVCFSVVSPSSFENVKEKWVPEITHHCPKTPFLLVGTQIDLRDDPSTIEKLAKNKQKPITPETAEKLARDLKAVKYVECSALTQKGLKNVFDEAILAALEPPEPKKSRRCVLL
HRas wt GTP bind = modulators of GTP binding to HRas wildtype, primary screen, biochemical, bead-based flow cytometry, multiplex; 190,000 compounds, 0.14% hits; AID 759, 2007; GST-Ras wt beads, Bodipy-FL-GTP binding; actives lie on both sides; GTP binding activity, % at 10 µM; GTPase HRas (Homo sapiens), P01112;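 active = GTP binding activity at least 20% away from the 100% baseline, either lowered as inhibitor or raised as activator; inconclusive = flagged as likely green fluorescent, judged across all proteins in the well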;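 also: 0% = unlabeled GTP competition control and 100% = no-compound control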
Target sequence (P01112 whole entry, looked up): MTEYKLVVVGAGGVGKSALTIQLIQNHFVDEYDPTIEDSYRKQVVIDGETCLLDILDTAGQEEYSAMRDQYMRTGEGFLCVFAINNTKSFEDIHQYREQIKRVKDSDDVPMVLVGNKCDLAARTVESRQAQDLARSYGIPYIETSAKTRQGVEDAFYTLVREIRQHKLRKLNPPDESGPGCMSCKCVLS
Bim-Bcl-2 = inhibitors of Bim-Bcl-2 binding, primary screen, biochemical, multiplexed, human Bcl-2 family | Apoptosis regulator Bcl-2 (Homo sapiens), P10415 | Bead-based flow cytometry, Bim peptide-Bcl-2 binding | inhibition, % at 10 µM | 190,000 compounds, 0.06% hits | AID 950, 2007; in the data active = inhibition above about 40%; inconclusive = no clear call, values can overlap the other calls;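 also: 0% = no compound wells with probe peptide and 100% = reference peptide inhibitor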
Target sequence (P10415 whole entry, looked up): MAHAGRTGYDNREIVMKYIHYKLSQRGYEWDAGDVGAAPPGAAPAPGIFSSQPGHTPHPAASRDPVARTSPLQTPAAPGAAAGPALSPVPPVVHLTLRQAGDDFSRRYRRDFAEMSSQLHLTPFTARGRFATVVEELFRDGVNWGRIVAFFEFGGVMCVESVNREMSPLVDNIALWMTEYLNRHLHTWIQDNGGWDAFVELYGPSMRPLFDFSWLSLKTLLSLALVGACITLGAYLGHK
Rab2A wt mod = modulators of GTP binding to Rab2A wildtype, primary screen, biochemical, dog, bead-based flow cytometry, multiplex; Ras-related protein Rab-2A (Canis lupus familiaris), P61105; GTP binding activity, % at 10 µM; 190,000 compounds, 0.19% hits; GST-Rab2 wt beads, Bodipy-GTP binding;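 active = GTP binding activity at least 20 points away from 100%, either lowered or raised; inconclusive = signal likely due to the compound's own green fluorescence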;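 also: 0% = beads with excess unlabeled GTP and 100% = no-compound control corrected for plate trend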
Rac1 wt modul = wildtype Rac1 GTP binding modulators, primary screen, biochemical, GST-Rac1 beads, flow cytometry, multiplex; Ras-related C3 botulinum toxin substrate 1 (Homo sapiens), P63000; fluorescent GTP binding; actives lie on both sides; 0 = cold GTP competed, 100 = untreated; GTP binding activity (% of control), % at 10 µM; 190,000 compounds, 0.27% hits;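 active = GTP binding activity at least 20 points away from the 100% control level, either lower or higher; inconclusive = compound flagged as likely green fluorescent, judged across all proteins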
Bim-Bcl-B = inhibitors of Bim-Bcl-B binding, primary screen, biochemical, multiplexed, human Bcl-2 family; Bcl-2-like protein 10 (Homo sapiens), Q9HD36; bead-based flow cytometry, Bim peptide-Bcl-B binding; inhibition, % at 10 µM; 190,000 compounds, 0.073% hits;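 also: 0% = tracer peptide without compound and 100% = reference inhibitor peptide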
Target sequence (Q9HD36 whole entry, looked up): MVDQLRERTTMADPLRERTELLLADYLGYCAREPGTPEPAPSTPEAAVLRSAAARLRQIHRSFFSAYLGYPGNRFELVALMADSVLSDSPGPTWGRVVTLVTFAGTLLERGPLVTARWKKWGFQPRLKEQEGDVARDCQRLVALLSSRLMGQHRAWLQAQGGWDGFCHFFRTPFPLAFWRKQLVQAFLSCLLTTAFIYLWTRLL
Rab7 wt modul = modulators of GTP binding to Rab7, primary screen, biochemical, wildtype, multiplex bead flow cytometry; Rab7 GTPase wild type (dog), Bodipy-FL-GTP binding; 190,000 compounds, 0.055% hits; GST-Rab7 beads, fluorescent GTP binding; actives lie on both sides; untreated = 100%, excess cold GTP = 0%; AID 758, 2007; GTP binding activity (percent of control), % at 10 µM;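 active = fluorescent GTP binding to Rab7 beads changed by at least 20 points from the 100% baseline, either direction, mostly lower; inconclusive = compound itself probably fluorescent, or too few beads counted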;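 also: median green fluorescence of bound Bodipy-FL-GTP per Rab7 bead population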
Bim-Bcl-W = inhibitors of Bim binding to Bcl-W, primary screen, biochemical, multiplexed, bead-based flow cytometry. Bcl-2-like protein 2 (Homo sapiens), Q92843. Bim peptide-Bcl-W binding. inhibition, % at 10 µM. 190,000 compounds, 0.02% hits. AID 952, 2007;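 also: 0% = bound tracer without compound and 100% = peptide blocker; higher means less fluorescent Bim peptide bound to Bcl-W beads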
Target sequence (Q92843 whole entry, looked up): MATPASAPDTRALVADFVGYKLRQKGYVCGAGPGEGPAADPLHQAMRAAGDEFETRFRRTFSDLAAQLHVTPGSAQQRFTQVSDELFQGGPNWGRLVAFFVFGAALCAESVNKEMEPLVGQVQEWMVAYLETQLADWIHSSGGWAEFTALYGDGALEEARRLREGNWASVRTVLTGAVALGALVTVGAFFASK
An asterisk follows results filed as active; ? = inconclusive. Rule as the data show it, unless noted: active = inhibition above about 40%. Rows were taken by chance; about 0.62% have a hit in one of these screens.

Structure,Bim-Bcl-XL,Rac1 mut GTP,Bim-Bfl-1,Cdc42 wt,HRas wt GTP bind,Bim-Bcl-2,Rab2A wt mod,Rac1 wt modul,Bim-Bcl-B,Rab7 wt modul,Bim-Bcl-W
C#CCOCCOCCOCCNc1nc(N2CCN(C(=O)[C@H](CCCCN)n3cc([C@@H](N)C(C)CC)nn3)CC2)nc(N2CCN(C(=O)[C@H](Cc3ccc(O)cc3)n3cc([C@@H](N)C(C)CC)nn3)CC2)n1 (stereo not given in full),0,100,-3,98,98,-6,100,98,-10,97,1
COc1cc(NC2c3ncccc3C(=O)N2Cc2ccco2)cc(OC)c1OC (stereo not given),-1,96,0,99,97,2,98,100,-4,102,1
COC(=O)c1ccc(C2C(Oc3ccccc3C)C(=O)N2CCc2ccc(OC)c(OC)c2)cc1 (stereo not given),-1,101,-1,108,104,-1,105,105,-2,101,-2
COc1ccc2nc(NC(=O)c3cc(C)oc3C)sc2c1,-3,100,0,101,100,1,99,103,-4,103,-3
CC1C(=O)NN=C1C(=O)N/N=C/c1ccco1 (stereo not given),0,97,6,102,102,0,102,100,4,98,0
COC(=O)/C=C/CSC1=N/C(=C/c2ccc(-n3cncn3)cc2)C(=O)N1,-3,101,0,106,103,0,99,103,-1,99,0
CCOC(CNC(=O)c1ccc2c(c1)ncn2-c1cccc(F)c1)OCC,-2,100,-1,105,104,-3,104,105,-3,106,2
CCN(c1ccccc1)S(=O)(=O)c1ccc(C(=O)Nc2nnc(C3CC3)o2)cc1,-3,91,-2,91,91,0,95,91,-2,94,-2
CCc1nnc(NC(=O)CSc2nc(-c3ccccc3)cc(-c3ccc(OC)cc3)c2C#N)s1,-12,99,-15,100,98,-9,97,104,-15,101,-10
O=C(c1cccc2c1C(=O)N(Cc1cccnc1)C2)N1CCN(c2ccccc2)CC1,-4,97,-12,100,100,-8,99,100,-7,101,1
FC(F)(F)c1cccc(-c2noc(CN3CCOCC3)n2)c1,8,96,-9,98,99,-6,98,100,-6,97,0
O=S(=O)(NCCCCCNS(=O)(=O)c1ccc(F)cc1)c1ccc(F)cc1,-2,100,-6,103,101,-5,100,104,-4,102,1
O=C(NCC(=O)N1CCC(N2CCCCC2)CC1)C1CCCCC1,2,95,-14,102,100,-8,97,98,-10,96,0
O=C(/C=C/NNC(=O)c1ccc(Br)cc1)c1ccccc1,0,102,-10,106,104,-1,103,108,-1,104,0
O=C(Oc1c(CN2CCOCC2)cc(Cl)c2cccnc12)c1ccccc1F,-3,95,-4,95,97,-1,99,100,-5,107,0
CN(CCC#N)C(=O)COC(=O)/C=C/c1ccc2c(c1)OCO2,-1,100,-5,98,98,0,99,100,-4,105,-1
CCc1ccc(NC(=O)c2ccccc2NC(=O)C2CCCO2)cc1 (stereo not given),-2,102,-6,103,103,-5,102,105,-7,102,0
CCOc1ccc(NS(=O)(=O)c2ccc(OCC(=O)NCCCOC)cc2)cc1,-2,98,-11,101,99,-10,99,101,-6,98,0
O=C(O)CC1(O)C(=O)N(Cc2ccccc2)c2ccccc21 (stereo not given),0,100,-5,98,99,0,99,103,-1,101,-3
Cc1nnc(SCC(=O)Nc2ccccc2C(=O)NC2CC2)s1,-14,100,-20,102,101,-10,100,103,-7,98,-8
CCCCNS(=O)(=O)c1ccc2nc(SCC(=O)c3ccccc3OC)[nH]c2c1,-11,96,-16,98,98,-16,96,98,-9,96,-4
Cc1nc(N/N=C/c2ccc(O)cc2)c2cnn(-c3ccccc3)c2n1,3,?,-2,?,?,-1,?,?,8,?,2
Cc1ccc(Cn2cnc3c(cnn3-c3ccc(F)cc3)c2=O)cc1,1,97,-3,96,97,-2,94,100,-5,95,0
CN(Cc1cn[nH]c1-c1ccc2c(c1)OCO2)C1CCOCC1,-4,97,-11,99,98,-7,96,101,-9,97,0
COc1ccc(NC(=O)c2ccc(-c3ccccc3C(F)(F)F)o2)cc1,-6,96,0,103,101,-1,99,103,-8,104,-6
CN(C)CCCNC(CC(=O)Nc1cccc([N+](=O)[O-])c1)C(=O)O (stereo not given),-2,98,0,102,100,0,98,104,0,100,0
O=C(CNC(=O)c1cccs1)NCC(=O)OCC(=O)c1ccc([N+](=O)[O-])cc1,0,95,1,100,96,2,98,99,-11,99,2
O=C(NCc1cccnc1)c1ccc2c(c1)OCO2,-10,101,-18,102,98,-10,102,101,-8,97,-1
S=c1[nH]ccn1-c1ccc(Cl)cc1,-5,94,4,95,95,-4,96,100,-38,104,0
O=C(O)c1ccc(NC(=S)NC(NC(=O)c2ccco2)C(Cl)(Cl)Cl)cc1 (stereo not given),-2,96,-12,103,101,-5,98,108,-10,104,3
Cc1ccc(SCC(=O)Nc2ccc(N3CCN(C)CC3)c(F)c2)cc1,-1,99,-6,102,99,-5,99,102,-4,99,0
O=C(N/N=C/c1ccc(-c2cccc(C(F)(F)F)c2)o1)c1ccccc1O,-16,99,0,104,101,-1,100,102,-11,100,-7
N#CCCn1cc(/C=N/NC(=O)c2ccncc2)c(-c2ccc(F)cc2)n1,-1,100,5,100,100,4,101,102,2,98,-1
O=[N+]([O-])c1ccccc1S(=O)(=O)N1CCN(CC2CC3C=CC2C3)CC1 (stereo not given),-1,96,-2,98,98,0,98,100,-1,100,1
CC(Sc1nnnn1-c1ccccc1)C(=O)Nc1ccccc1-c1ccccc1 (stereo not given),-12,98,-5,100,100,-9,96,106,-10,101,-9
COC(=O)CNC(c1ccccc1)c1cc(C)ccc1NC(=O)CNC(=O)OCc1ccccc1 (stereo not given),-8,97,-13,99,97,-12,96,98,-11,98,-1
CCc1cc2c(NC(C(=O)O)C(C)C)ncnc2s1 (stereo not given),-4,101,-18,101,101,-11,102,107,-8,101,0
COc1cc2c(cc1NC(=O)/C=C/c1ccccc1)oc1ccccc12,-3,99,-20,101,103,-15,104,107,-8,104,1
COc1ccc(OC)c(NC(=O)C(=O)NCCC2=CCCCC2)c1,-1,98,2,101,100,4,98,102,0,102,-2
CCOC(=O)c1cnc2c(cnn2C)c1NCCCn1ccnc1,4,95,7,95,97,0,95,89,5,103,4
COC(=O)c1cccc(NC(=O)Nc2ccccc2OC)c1,-3,94,-9,94,93,-4,95,93,-3,93,-2
COC(=O)CSc1ccsc1C(=O)O,-2,96,-6,95,94,-2,96,96,-1,98,0
O=C(NCCN1CCOCC1)c1cc(-c2cccs2)on1,-6,96,0,98,96,-3,96,99,-9,103,-7
CCOC(=O)c1sc2nc(SCC#N)n(CC3CCCO3)c(=O)c2c1C (stereo not given),-7,98,-9,100,100,-5,99,103,-5,100,0
CCN(CC)c1ccc(/C=N/N2CCN(Cc3ccc(C)cc3)CC2)c(O)c1,-1,96,0,102,102,-1,100,99,-3,97,0
COc1cc(-c2nc(-c3ccccc3)c(-c3cc([N+](=O)[O-])ccc3C)[nH]2)cc(OC)c1OC,0,100,2,98,97,4,96,100,0,96,1
CN(C)c1nc(=S)nc(NCc2ccccc2)[nH]1,-12,?,-4,?,?,-5,?,?,-17,?,-6
CC(C)N1CCN(CC#Cc2ccccc2)CC1CCO (stereo not given),-1,97,-4,98,101,2,99,102,-3,100,-2
Cc1cccc(C)c1NC(=S)N(CCN1CCCCCC1)Cc1ccco1,8,100,20,103,104,23,106,102,-2,108,6
O=C(Nc1cccc(-c2nnc(-c3ccco3)o2)c1)C(c1ccccc1)c1ccccc1,-9,93,-17,98,97,-15,96,93,-10,96,0
COc1ccc(Br)cc1CNC(=O)C1CCN(S(=O)(=O)N2CCC(C)CC2)CC1,-1,101,1,101,101,-1,101,107,-4,97,0
COc1ccc(N2CC(C(=O)NCCCN3CCOCC3)CC2=O)cc1 (stereo not given),-5,97,-15,102,100,-11,99,104,-10,99,-4
CCCSc1nnc(CSc2ncccn2)n1C,-4,96,-3,100,99,-2,100,97,-4,107,-3
O=[N+]([O-])c1ccc(S(=O)(=O)Nc2ccc(-c3csc(-c4ccccc4)n3)cc2)cc1,-3,102,-1,104,103,2,98,110,0,98,-3
CCOC(=O)c1[nH]c2cc(OC)c(OC)cc2c1NC(=O)CN1CCN(c2ccc(OC)cc2)C(C)C1 (stereo not given),-2,99,-8,100,96,-6,95,98,-6,94,1
CCc1ccccc1NS(=O)(=O)c1ccc2[nH]cc(C(=O)NCC3CCCO3)c(=O)c2c1 (stereo not given),-3,95,-3,101,99,-1,97,101,-6,99,-7

The listing continues:
Structure,Bim-Bcl-XL,Rac1 mut GTP,Bim-Bfl-1,Cdc42 wt,HRas wt GTP bind,Bim-Bcl-2,Rab2A wt mod,Rac1 wt modul,Bim-Bcl-B,Rab7 wt modul,Bim-Bcl-W
CCN1CCCC1CNC(=O)Cn1cccc1C(=O)c1ccccc1 (stereo not given),-5,101,-9,103,103,-7,103,109,-7,101,4
CC1=CC(C)C2(CO)COC(c3cccnc3)C1C2C (stereo not given),-1,99,1,100,99,0,100,106,-3,99,0
CC(O)c1nc2ccccc2n1CCCCOc1ccccc1 (stereo not given),-3,95,-6,98,100,-6,99,100,-6,103,-4
COc1cc(C2C3=C(CC(C)(C)CC3=O)Nc3c2c(=O)[nH]c(=O)n3Cc2ccccc2)ccc1O (stereo not given),-6,98,2,102,100,-2,100,102,-4,100,-1
COc1cc(/C=C2/C(=O)NN(c3cccc(F)c3)C2=O)ccc1OC(=O)c1ccco1,0,?,9,?,?,7,?,?,0,?,2
COc1ccc(C(=O)c2c(C(F)(F)F)oc3c2C(=O)c2ccccc2C3=O)cc1,-2,98,-9,103,100,-2,100,100,-4,99,2
CN(Cc1cc(=O)n2ccsc2n1)C1CCCCC1,1,95,-4,96,97,-1,97,92,-2,93,-1
COc1ccc(N(CC(=O)N2CC=C(c3ccccc3)CC2)S(=O)(=O)c2c(C)noc2C)cc1,-1,99,-4,99,101,-5,99,103,-6,97,1

From PubChem BioAssay
